TDP1 cell noCPT = qHTS for Inhibitors of human tyrosyl-DNA phosphodiesterase 1 (TDP1): qHTS in cells in absence of CPT; DT40 Tdp1-/- hTDP1 cells, no CPT, ATP luminescence, 48 h; Potency, µM (doses to about 46.2 µM), inactives show at the highest dose activity change, negative = growth inhibition, usual class: inhibitors; 420,000 tested, 15% active; also: nearly all actives have a fitted effect of over 55% in size
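Chicken DT40 Tdp1-/- cells stably complemented with human TDP1 were seeded at 400 cells/well with DMSO in place of 20 nM camptothecin. After compound pinning, cells grew at least 48 hr at 37 °C; viability read by CellTiter-Glo luminescence.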
TDP1 inh = qHTS Assay for Inhibitors of Tyrosyl-DNA Phosphodiesterase (TDP1); recombinant TDP1, AlphaScreen DNA substrate cleavage; Tyrosyl-DNA phosphodiesterase 1 (Homo sapiens), Q9NUW8; 350,000 tested, 0.28% active; AID 485290, 2010; Potency, µM (top dose mostly 130 µM), for inactives: top-dose activity change, negative = inhibition, actives largely listed as inhibitors; also: nearly all actives have a fitted effect of over 40% in size
Target sequence (Q9NUW8 whole entry, looked up): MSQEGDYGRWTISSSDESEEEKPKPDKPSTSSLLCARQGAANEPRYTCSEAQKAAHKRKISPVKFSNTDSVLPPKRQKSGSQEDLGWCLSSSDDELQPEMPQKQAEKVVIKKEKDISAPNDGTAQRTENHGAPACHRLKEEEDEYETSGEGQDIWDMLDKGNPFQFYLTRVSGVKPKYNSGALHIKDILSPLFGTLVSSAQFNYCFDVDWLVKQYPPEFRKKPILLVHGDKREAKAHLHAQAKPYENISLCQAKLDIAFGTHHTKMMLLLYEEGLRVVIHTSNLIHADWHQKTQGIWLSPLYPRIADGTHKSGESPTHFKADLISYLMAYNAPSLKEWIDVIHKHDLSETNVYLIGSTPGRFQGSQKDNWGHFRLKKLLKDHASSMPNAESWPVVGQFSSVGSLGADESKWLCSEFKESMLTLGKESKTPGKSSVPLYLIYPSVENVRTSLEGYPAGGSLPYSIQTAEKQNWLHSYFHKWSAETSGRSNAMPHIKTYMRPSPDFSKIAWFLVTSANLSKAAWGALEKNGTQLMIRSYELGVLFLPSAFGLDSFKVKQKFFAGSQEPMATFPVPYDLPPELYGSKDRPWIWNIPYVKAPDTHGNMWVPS
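Steps: enzyme plus compound, 15 min RT; add biotin/phosphotyrosine-FITC oligonucleotide (15 nM final), react 5 min; add donor/acceptor beads (10 ug/ml final), 10 min; read AlphaScreen. Tdp1 at 1 nM final.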
KAT2A inh = qHTS Assay for Inhibitors of GCN5L2; Histone acetyltransferase KAT2A (Homo sapiens), Q92830; GCN5L2 HAT assay, ThioGlo1 CoA-SH fluorescence; Potency, µM (top dose mostly 58.9 µM), without a hit: at the highest dose activity change, negative = inhibition, actives largely listed as inhibitors; 390,000 tested, 0.21% active; AID 504327, 2011
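ThioGlo1-coupled HAT assay: 20nM GCN5L2, 70uM acetyl-CoA, 75uM H3(1-25) peptide, pH 7.5. Fluorescence read at 340/540nm at start and after 20 min at room temperature.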
The depositor's hits bear a star; u = inconclusive; x = not tested or not shown; [ ] = remark or other dose. Calls follow the shape of the dose curve; as a rule, active = well fitted curve in the direction sought with a large enough effect; inconclusive = small, poorly fitted or top-dose-only effect, or another doubt; inactive = no such curve, though single readings can be large; an effect the other way counts as inactive or inconclusive. % is scaled to controls: 0 for no effect and ±100 for the full control effect; potency is read from the fitted curve at half-maximal effect. This is a subset. The share of hits here may be higher or lower than overall.

SMILES	TDP1 cell noCPT	TDP1 inh	KAT2A inh
COc1cc(C=O)cc(Br)c1OCC(N)=O	-17.4%	-2.4%	5.1%
CCOc1ccc2oc(C(=O)Nc3ccc4c(c3)OCO4)c(C)c2c1	u	x	-6.8%
COc1ccc(-c2nnc(Nc3ccc(CC(N)=O)cc3)c3ccccc23)cc1	u	2.7%	u
O=C(CCCCCn1c(=S)[nH]c2cc3c(cc2c1=O)OCO3)N1CCN(C(=O)c2ccco2)CC1	-28.8%	x	16.0%
CCC(C)N1CC23C=CC(O2)C(C(=O)OCc2ccccc2)C3C1=O (stereo unspecified)	-7.4%	-2.3%	-0.1%
CCc1c(C)nc(SCC(=O)N2CCCCC2)[nH]c1=O	2.8%	x	1.3%
Cc1cc(NS(=O)(=O)c2ccc(NC(=O)COc3ccc(Br)cc3C)cc2)no1	-22.4%	x	0.9%
Cc1cc2ncn(CCC(=O)NC3CCCC3)c2cc1C	-4.4%	2.4%	-10.5%
CC(C)(C)c1ccc2c(c1)C(c1ccc3c(c1)OCO3)CC(=O)O2 (stereo unspecified)	-5.4%	-3.4%[56.1 µM]	-13.0%
CCCCn1c(N)c(N(CC(C)C)C(=O)C2=COCCO2)c(=O)[nH]c1=O	3.3%	0.5%	0.3%
COC(=O)[C@H](C(C)C)N(Cc1ccccc1)S(=O)(=O)CCN1CCCC1	u	0.1%[56.1 µM]	-4.6%
CN(C)c1ccc(N=Cc2ccco2)cc1	5.17µM*	1.0%	-9.8%
COc1ccc2c(C(=O)CN3CCN(CCO)CC3)c[nH]c2c1	-7.1%	0.0%	-3.6%
O=C(c1ccccc1Br)N1CCN(c2ccc([N+](=O)[O-])c(N3CCOCC3)c2)CC1	-15.6%	5.4%	-13.3%
O=C1C(=O)N(Cc2ccncc2)C(c2ccccc2F)/C1=C(\O)c1ccc2c(c1)OCCO2 (stereo unspecified)	16.7%	7.8%	-6.2%

An excerpt of these results, with two lines to a compound:
Each structure is followed by: TDP1 cell noCPT	TDP1 inh	KAT2A inh
> COc1ccc2c(C(=O)CN3CCN(CCO)CC3)c[nH]c2c1
  -7.1%	0.0%	-3.6%
> CCCCn1c(N)c(N(CC(C)C)C(=O)C2=COCCO2)c(=O)[nH]c1=O
  3.3%	0.5%	0.3%
> CCC(C)N1CC23C=CC(O2)C(C(=O)OCc2ccccc2)C3C1=O (stereo unspecified)
  -7.4%	-2.3%	-0.1%
> COc1cc(C=O)cc(Br)c1OCC(N)=O
  -17.4%	-2.4%	5.1%

Remaining list, next part:
SMILES	TDP1 cell noCPT	TDP1 inh	KAT2A inh
O=C(Nc1ccccc1C(=O)NCC1CCCO1)c1ccco1 (stereo unspecified)	u	2.3%	1.4%
CN=C1S/C(=C\c2ccc(Cl)cc2)C(=O)N1C	-11.1%	9.4%	-5.3%
Cc1ccc(Nc2nnc(SCC(=O)Nc3ncc(S(=O)(=O)c4ccc([N+](=O)[O-])cc4)s3)s2)cc1	u	2.3%	-0.5%
COc1ccc(OC)c(-c2nc(CN3CCN(C(=O)c4ccco4)CC3)c(C)o2)c1	u	3.4%	-2.3%
COc1ccc(CCNC(=O)/C=C/c2ccco2)cc1OC	-8.7%	x	-3.6%
CC1=C(C(=O)NC2CCC(C)CC2)C2(CCC(C)CC2)OC1=O (stereo unspecified)	-27.9%	2.2%	1.9%
CC12CC(c3ccccc3O1)C(C(=O)N1CCOCC1)C(=O)N2 (stereo unspecified)	-3.7%	5.2%	-1.2%
Clc1cncc(Cl)c1NNc1c2ccccc2nc2ccccc12	u	8.2%	-3.3%
O=C(Cn1ccc2ccccc2c1=O)NCCC(=O)NC1CCN(Cc2ccccc2)CC1	-2.3%	9.1%	-13.9%
CC(C)CN(C(=O)CSc1nnc(-c2ccco2)o1)c1c(N)n(Cc2ccccc2)c(=O)[nH]c1=O	0.5%	0.5%	-8.5%
O=C1CC(c2ccccc2)CC(O)=C1C=NCCN1CCN(C(=O)Nc2ccccc2)CC1 (stereo unspecified)	-12.4%	4.1%	-0.7%
Cc1cc(=O)[nH]c(SCC(=O)N2CCCC(C)C2)n1 (stereo unspecified)	-0.5%	x	-0.3%
O=C(COC(=O)COc1ccccc1[N+](=O)[O-])NC1CCCC1	-9.8%	-3.2%	-2.3%
CCC1(c2ccccc2)NC(=O)N(CC(=O)Nc2ccccc2C(=O)NC2CC2)C1=O (stereo unspecified)	2.6%	5.5%	-2.2%
Cc1nn(CC(=O)N(CC(C)C)C2CCS(=O)(=O)C2)c(C)c1[N+](=O)[O-] (stereo unspecified)	1.2%	0.4%	0.9%
Cn1nc([N+](=O)[O-])nc1Oc1ccc(C(C)(C)C)cc1	u	1.2%	-4.5%
Cc1cc(C)n2cc(CSc3nnnn3-c3ccccc3C)nc2n1	u	-1.0%	-1.3%
Cc1ccccc1NC(=O)Cn1c(=O)n(Cc2ccc3c(c2)OCO3)c(=O)c2oc3ccccc3c21	8.2µM*	2.6%	-1.4%
O=C(Nc1ccc(N2CCOCC2)c(C(=O)O)c1)c1ccc(Br)cc1	1.9%	-4.4%	-1.3%
O=C(Oc1cc(-c2ccccc2)no1)c1ccc(Cl)cc1	u	-0.7%	-2.6%[0.501 µM]
C=CCc1ccc(OCCOc2cccc3cccnc23)c(OC)c1	u	2.6%	-5.7%
Cc1ccc([N+](=O)[O-])cc1S(=O)(=O)Nc1ccc(C(=O)NCc2ccccn2)cc1	7.0%	x	-10.4%
COc1ccccc1OCC(=O)NN1Cc2ccccc2C1=N	0.4%	10.1%	-1.4%
Cc1cnc(NC(=O)c2c(O)c3cccc4c3n(c2=O)CCC4)s1	x	1.9%	-7.0%
O=C1N(C2CCCC2)C[C@@H]2C[C@@H](c3cccn3-c3nccs3)N3CCC[C@@]123	-26.9%	5.4%	-3.4%
COCCNC(=O)/C(C#N)=C/c1ccc(-c2ccc(OC)cc2[N+](=O)[O-])o1	-3.1%	3.8%	2.7%
CCOc1ccccc1NC(=O)CSc1ncnc2c1oc1ccccc12	u	-0.9%	-1.3%
COc1ccc(C(=O)NCc2c(C)nn(Cc3ccccc3)c2C)cc1S(=O)(=O)N1CCOCC1	u	-0.8%	-3.6%
CCCCCN(C(=O)CCC(=O)OCc1ccc(C(C)(C)C)cc1)c1c(N)n(CCCC)c(=O)[nH]c1=O	u	1.9%	0.2%
CCOc1ccc(C=NNc2ccc(S(=O)(=O)Nc3ccccc3C(=O)O)cc2[N+](=O)[O-])cc1	-11.8%	-12.7%	u
C=CCNC(=S)N1CCN(Cc2ccccc2)CC1	16.2%	-5.1%	10.5%
COc1ccc(CCNC(=O)C2CC(=O)N(c3ccc(C)cc3)C2)cc1 (stereo unspecified)	-2.5%	6.4%	0.9%
O=C(OCC(=O)N1CCN(c2ccccc2)CC1)c1ccc2ncsc2c1	-24.4%	x	-9.0%
CCn1c(SCC(=O)Nc2cccc(S(=O)(=O)N(C)c3ccccc3)c2)nnc1C1CC1	u	1.3%	-2.1%
CCCCN(C(=O)c1cnccn1)c1c(N)n(CCC)c(=O)[nH]c1=O	4.5%	-0.2%	-2.7%
Cc1cc(NC(=O)C23CC4CC(CC(C4)C2)C3)n[nH]1	-7.4%	0.0%	-5.3%
COc1cccc(NC(=O)CSc2nc3ccccc3nc2N2CCCC2)c1	u	x	-9.3%
O=C1c2ccccc2C(=O)N1Cc1ccccc1F	18.7%	x	-2.4%
Cc1ccc(-n2c(SCC(=O)Nc3cccc(S(=O)(=O)NC4=NCCCCC4)c3)nc3ccccc3c2=O)cc1	u	2.8%	-2.3%
COc1ccc(-c2cc3c(=O)n(CC(=O)Nc4ccc(Cl)cc4)nc(C)n3n2)cc1	21.1%	2.0%	-21.5%
O=C(c1ccco1)N1CCN(S(=O)(=O)c2ccc3[nH]c(=O)oc3c2)CC1	-19.0%	5.0%	-6.7%
COCCCNC(=S)NNC(=O)C(O)(c1ccccc1)c1ccccc1	-6.9%	10.3%	-10.0%
CCCCC(Sc1nc(N)c(NC(=O)c2ccc(OCC)cc2)c(=O)[nH]1)C(=O)O (stereo unspecified)	9.2%	-2.5%	-5.0%
Cc1ccc(C)c(C(=O)CSc2nc(N)cc(=O)[nH]2)c1	-22.4%	4.0%	-9.8%
COc1ccc(CCNC(=O)Cn2cc(S(=O)(=O)Cc3cccc(Cl)c3)c3ccccc32)cc1OC	18.4µM*	2.5%	-10.6%

Profiles, quoted from the list. Screens in order: TDP1 cell noCPT | TDP1 inh | KAT2A inh
Results for `Cc1cc(NC(=O)C23CC4CC(CC(C4)C2)C3)n[nH]1` : -7.4% | 0.0% | -5.3%
Results for `O=C1c2ccccc2C(=O)N1Cc1ccccc1F` : 18.7% | x | -2.4%
Results for `O=C(OCC(=O)N1CCN(c2ccccc2)CC1)c1ccc2ncsc2c1` : -24.4% | x | -9.0%
Results for `Cc1ccc(-n2c(SCC(=O)Nc3cccc(S(=O)(=O)NC4=NCCCCC4)c3)nc3ccccc3c2=O)cc1` : u | 2.8% | -2.3%
Results for `COCCCNC(=S)NNC(=O)C(O)(c1ccccc1)c1ccccc1` : -6.9% | 10.3% | -10.0%

(continued)
SMILES	TDP1 cell noCPT	TDP1 inh	KAT2A inh
COc1cc(NC(=O)C2CC2C)c(C(=O)O)cc1OC (stereo unspecified)	-7.0%	5.7%	4.2%
Cn1cccc1Cc1nnc(SCC(=O)Nc2ccc(Cl)cc2)n1-c1ccc(F)cc1	u	7.9%	-3.6%
C=Cc1ccc(Cn2c(C)c(CNCc3cccc(Br)c3)c(C(=O)O)c2C)cc1	-13.4%	2.5%	-1.2%
COc1ccc(Cc2nc(-c3ccccn3)no2)cc1OC	7.0%	3.6%	-2.9%
CC1(C)CC(=O)C2=C(C1)OC(N)=C(C#N)C2c1ccc[nH]1 (stereo unspecified)	u	6.0%	-18.7%
O=C(CCc1ccccc1)Nc1ccccc1C(=O)NCc1ccco1	u	5.9%[56.1 µM]	-3.2%
COc1ccc(NCN2C(=O)CCC2=O)cc1	u	5.7%	-2.3%
CCCCSc1nc(C)cc(NC(=S)Nc2ccc(OC)cc2)n1	-27.8%	2.1%	-4.5%
O=C(O)c1ccc(-c2ccc(-c3ccccc3)cc2)s1	x	13.2%	-21.4%
Cc1cc(C)n(S(=O)(=O)c2cccc([N+](=O)[O-])c2)n1	-14.9%	5.1%	2.7%
CCOC(=O)C1(O)CC(C)=NN1C(=O)c1cccc(Br)c1 (stereo unspecified)	u	6.3%	-0.4%
COc1ccc(NC(=O)CSc2nnc(NC(=O)C3CCC3)s2)c(OC)c1	-21.6%	5.1%	-1.6%
C#CCOCCOCCOCCNc1nc(N2CCOCC2)nc(N2CCN(C(=O)CCCCCCCCCCNC(=O)[C@@H](CCSC)n3cc(CCO)nn3)CC2)n1	u	2.5%	-4.4%
COC(=O)[C@]12C(=O)NC[C@H](CN1c1ccc(C(F)(F)F)cc1)N2C	u	-1.6%	-0.4%
Cc1cccn2c(=O)nc(SCC(=O)N3CCCC3)nc12	-0.9%	x	-1.9%
COCCNC(=O)C(c1ccc(C)cc1)N(C(=O)CCC(=O)Nc1ccccn1)C1CCCC1 (stereo unspecified)	x	0.0%	4.2%

Source: PubChem (National Center for Advancing Translational Sciences (NCATS))
